Screens as filed in PubChem.
MITF TRPM1 inh: MITF TRPM1 promoter inhibition in SK-MEL-5 cells; SK-MEL-5 TRPM1 promoter luciferase, 24 h; inhibition, % at 12.5 µM; actives 0.83% (n = 330,000); AID 488899;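 active = mean inhibition across replicates of 60% or more, whatever share of single replicates reaches that level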; note: values of inactives mirror those of a sister screen read the other way
NR2E3 ag-1: agonists of human NR2E3 nuclear receptor; CHO-S Gal4-NCOR/VP16-NR2E3 two-hybrid, luciferase; inhibition of corepressor binding, % at 3.98 µM; actives 0.35% (n = 360,000); AID 602229;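 active = inhibition above the mean of all tested compounds plus 3 SD, cut at about 70% in these data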;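 note: 0% = DMSO with NR2E3 transfected cells and 100% = cells lacking NR2E3 construct; higher means lower luciferase signal from less NR2E3 corepressor binding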
Target sequence (Q9Y5X4 whole entry, looked up, the tested form may be a part): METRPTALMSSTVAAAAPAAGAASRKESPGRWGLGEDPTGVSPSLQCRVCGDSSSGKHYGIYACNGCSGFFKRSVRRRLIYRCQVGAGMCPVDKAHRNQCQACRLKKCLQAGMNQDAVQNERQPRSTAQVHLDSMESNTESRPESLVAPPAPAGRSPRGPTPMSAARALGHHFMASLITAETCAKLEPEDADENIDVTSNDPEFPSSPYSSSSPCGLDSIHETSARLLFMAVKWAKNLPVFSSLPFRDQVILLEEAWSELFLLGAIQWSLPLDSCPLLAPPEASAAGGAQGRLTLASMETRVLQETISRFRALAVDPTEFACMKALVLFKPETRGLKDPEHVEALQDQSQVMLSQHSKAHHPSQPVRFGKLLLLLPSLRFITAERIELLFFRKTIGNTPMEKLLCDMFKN
KKLEB tox: CF airway cell cytotoxicity counter-screen | AID 602141 | KKLEB CF airway cells viability, ATPlite luminescence, overnight; hits give low values; cells stimulated with P. aeruginosa culture filtrate | actives 0.36% (n = 360,000) | activity change (cytotoxicity), % at 5 µM;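 active = corrected activity change at or below -50% at 5 µM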
NR2E3 ag-2: activates human photoreceptor nuclear receptor NR2E3; Q9Y5X4; GST-NR2E3/biotin-RetCOR TR-FRET, 1536-well; inhibition of corepressor binding, % at 4.78 µM; actives 0.12% (n = 320,000); AID 2300;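 active = percent inhibition above the cutoff of mean plus 3 SD of all tested compounds, set per screening campaign, cut at about 20% in these data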;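 note: 0% = DMSO wells and 100% = biotin wells as full block of FRET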
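Assay system: NR2E3–RetCOR corepressor complex. Quantity: 1.35 nM GST-NR2E3. Buffer or medium: pH 7.5 Tris-based buffer. Reagent: biotinylated RetCOR corepressor at 7 nM final. Schedule: 5 h at 4 °C. Detection: TR-FRET, emission read at 617 and 671 nm. Replicates: one well per compound, singlicate testing.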
LMP1 NFkB inh: Epstein-Barr LMP1 NF-kappaB reporter inhibition; inhibition, % at 12.5 µM; LMP1-induced NF-kappaB luciferase reporter cells, luminescence; AID 504558; actives 0.69% (n = 350,000); in the data active = inhibition above about 41%;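 note: 0% = neutral control wells and 100% = reference inhibitor control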
Peg3 prom inh: inhibitors of Peg3 promoter; inhibition, % at 20 µM; HeLa PEG-Prom luciferase reporter, luminescence, overnight; actives 1.7% (n = 360,000); AID 588405;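 active = inhibition of at least 50% at 20 µM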
hiPSC survival: hiPSC single-cell survival enhancement. ATPlite luminescence; 100% = ROCK inhibitor wells, 0% = DMSO. survival enhancement, % at 20 µM. actives 0.044% (n = 360,000). AID 602274; in the data active = survival enhancement above about 18%;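 note: cells exposed to compounds for 16 hours before the ATP read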
CF NFkB inh: inhibitors of cystic fibrosis induced NF-kB; KKLEB NF-kB-GFP reporter, PAF-induced, GFP fluorescence overnight; inhibition, % at 5 µM; actives 0.86% (n = 360,000); AID 588850;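 active = at least 50% inhibition at 5 µM, scaled per plate between neutral and stimulator controls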;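 note: PAF is a Pseudomonas aeruginosa culture filtrate used as stimulus; plate controls were PAF-stimulated DMSO wells for no effect and unstimulated DMSO wells for full effect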
Shn3 3UTR inh: reduces Shn3 3'UTR luciferase signal in osteoblasts; Clone20 osteoblast Shn3 3'UTR firefly luciferase, 24 h; inhibition, % at 12.5 µM; actives 0.52% (n = 360,000); AID 588674;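 active = mean inhibition of at least 75% with every replicate also reaching 75%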;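 note: 0% = median of neutral control wells and 100% = pilot-screen positive control compound; some compounds past the cut are filed as inactive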
C8 TRAIL sens: caspase-8 TRAIL sensitization. actives 1% (n = 360,000). inhibition (viability loss, TRAIL sensitization), % at 10 µM. NB7+C8 cells + TRAIL, ATPlite viability luminescence;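 active = compounds causing at least 50% loss of cell viability in the single-dose screen, relative to plate controls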
HIF-2a block: inhibitors of HIF-2a; AID 624352; inhibition, % at 18.8 µM; actives 0.72% (n = 360,000); 786-0 RCC cells HIF-2a reporter, luciferase luminescence, overnight;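 active = inhibition of the luminescence signal of 40% or more relative to plate controls, in a single-dose primary screen at 18.75 µM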
* marks the source's active call; other numbers are inactive results; · = not tested or not shown. An excerpt, so the mix of outcomes need not match the whole.

SMILES | MITF TRPM1 inh | NR2E3 ag-1 | KKLEB tox | NR2E3 ag-2 | LMP1 NFkB inh | Peg3 prom inh | hiPSC survival | CF NFkB inh | Shn3 3UTR inh | C8 TRAIL sens | HIF-2a block
Cc1c(C(=O)NCc2cccc([N+](=O)[O-])c2)sc(=O)n1Cc1ccc(C(C)C)cc1 | · | -15 | -10 | · | · | 14 | 1.3 | 21 | 26 | -18 | -6
Cc1ccc(N(C)C(=O)CN(C)S(=O)(=O)c2ccc3c(c2)n(C)c(=O)c(=O)n3C)cc1 | 8 | -4 | -4 | -2 | 5 | 11 | -0.5 | 6 | 10 | -3 | 8
O=C(O)CCCCCNc1ncnc2ccc(Br)cc12 | 2 | 20 | 0 | 7 | 3 | 1 | -0.2 | 8 | -21 | 5 | 28
CCOc1ccc(C(=O)C(C)OC(=O)C2CCN(c3ccc(C(F)(F)F)cn3)CC2)cc1 (configuration not stated) | 9 | -14 | 6 | 2 | 4 | 19 | -0.4 | -3 | 31 | 23 | -9
O=C1Nc2ccc([N+](=O)[O-])cc2C1(O)N1CCCCC1 (configuration not stated) | -4 | -10 | 19 | 2 | -2 | 9 | 2.4 | -11 | -4 | -7 | 13
CN1/C(=C\C(=O)CSc2nnc(N)s2)C(C)(C)c2ccccc21 | 4 | -15 | 0 | -2 | 5 | 4 | -0.8 | -18 | 21 | -6 | 1
Cc1ccc(CS(=O)Cc2ccc(C(=O)N3CCN(c4ccc(F)cc4)CC3)o2)cc1 (configuration not stated) | -6 | -20 | -1 | 1 | 1 | 22 | -0.6 | -12 | -1 | -10 | 17
CCOC(=O)C1CCN(c2c(N3CCN(c4ccccc4OC)CC3)c(=O)c2=O)CC1 | 2 | -2 | 7 | · | -1 | 7 | 0.7 | -12 | -26 | 3 | 13
COc1ccc(NC(=O)Cn2cc(S(=O)(=O)Cc3ccccc3)c3ccccc32)c(OC)c1 | -2 | -30 | -1 | 8 | -6 | 14 | -1.7 | 2 | 3 | 3 | 3
O=c1[nH]c(Nc2ccccc2)cc2ccccc12 | 5 | 0 | 6 | 27* | 2 | -35 | -4.3 | -8 | 5 | -6 | -64

Complete entries, looked up by structure:
Record of CN1/C(=C\C(=O)CSc2nnc(N)s2)C(C)(C)c2ccccc21 → MITF TRPM1 inh = 4; NR2E3 ag-1 = -15; KKLEB tox = 0; NR2E3 ag-2 = -2; LMP1 NFkB inh = 5; Peg3 prom inh = 4; hiPSC survival = -0.8; CF NFkB inh = -18; Shn3 3UTR inh = 21; C8 TRAIL sens = -6; HIF-2a block = 1
Record of COc1ccc(NC(=O)Cn2cc(S(=O)(=O)Cc3ccccc3)c3ccccc32)c(OC)c1 → MITF TRPM1 inh = -2; NR2E3 ag-1 = -30; KKLEB tox = -1; NR2E3 ag-2 = 8; LMP1 NFkB inh = -6; Peg3 prom inh = 14; hiPSC survival = -1.7; CF NFkB inh = 2; Shn3 3UTR inh = 3; C8 TRAIL sens = 3; HIF-2a block = 3

(next part)
SMILES | MITF TRPM1 inh | NR2E3 ag-1 | KKLEB tox | NR2E3 ag-2 | LMP1 NFkB inh | Peg3 prom inh | hiPSC survival | CF NFkB inh | Shn3 3UTR inh | C8 TRAIL sens | HIF-2a block
C[C@H](CO)N1C[C@H](C)[C@@H](CN(C)C(=O)Nc2ccc(C(F)(F)F)cc2)Oc2c(NC(=O)C3CCCCC3)cccc2C1=O | -2 | -57 | 11 | · | -5 | 3 | -0.9 | -8 | 17 | 9 | 11
CCCCN(C(=O)c1ccccc1Br)C(c1ccc(OC)cc1)c1nc2ccccc2[nH]1 (configuration not stated) | · | -17 | -18 | · | · | 3 | -1.1 | -5 | -3 | 11 | -36
COc1ccc(N(CC(=O)Nc2cccc(C(C)=O)c2)S(C)(=O)=O)cc1OC | -1 | -8 | 4 | -6 | 11 | 0 | -1.3 | -4 | 7 | 11 | 8
Cc1ccc(NC(=O)COC(=O)c2nn(-c3ccc(Cl)cc3)cc2O)cc1 | -32 | -71 | 4 | · | -4 | -117 | 1.4 | -12 | -47 | 7 | -25
CCc1cccc(OCC(=O)Nc2ccc(C(=O)O)cc2NC(=O)COc2cccc(CC)c2)c1 | 6 | -5 | 2 | -1 | -5 | 9 | 0.2 | -11 | -23 | 6 | 10
Cc1ccc(CNC(=O)C2CCC(=O)N(CCc3ccc(Cl)cc3)C2)cc1 (configuration not stated) | -78 | -74 | 9 | -3 | -25 | -156 | 0.7 | -3 | -26 | -13 | -163
c1cncc(-c2cccnc2)c1 | 12 | -50 | 0 | -1 | -3 | 3 | -1.7 | 6 | -1 | -2 | 6
CCOc1ccc2c(c1)C(=O)C(=O)N2CC1COc2ccccc2O1 (configuration not stated) | -1 | -15 | 2 | 3 | 2 | -2 | 0.1 | 33 | 7 | 16 | 10
CC(C)C(=O)Nc1cccc(C(=O)Nc2cc([N+](=O)[O-])ccc2Cl)c1 | 1 | 4 | -5 | -1 | 13 | 3 | -1.4 | -4 | 15 | 9 | 9
C=CCN1C=C2C(=O)C(C)(OC(=O)CCC(=O)OC)C(=O)C=C2C=C1C1CC1 (configuration not stated) | 0 | -15 | 11 | 4 | -5 | -30 | 1.5 | -2 | -5 | -1 | -13
COc1ccccc1NS(=O)(=O)c1cc(NC(=O)C(C)NC(N)=O)ccc1N1CCCC1 (configuration not stated) | -3 | -19 | -7 | 1 | -9 | 15 | -0.5 | -20 | -25 | -8 | -7
CCC(=O)Nc1ccc(/C(C)=N/NC(=O)c2c(-c3ccccc3Cl)noc2C)cc1 | 7 | -25 | 15 | -3 | 4 | -4 | 1.3 | -22 | 2 | 31 | 5
CC(C)C1C(=O)CC(c2ccccc2)NC1c1ccccc1 (configuration not stated) | -3 | -9 | 1 | 0 | -5 | 10 | 0.2 | 12 | -1 | 6 | 9
COc1cc(NS(=O)(=O)c2ccc(NC(=O)COc3ccc(C)cc3C)cc2)nc(OC)n1 | 6 | 0 | -3 | 5 | -3 | 2 | -0.3 | 1 | 15 | 5 | 7
CCO[C@H]1OC(C(=O)N2CCN(C)CC2)=C[C@@H](c2ccc(C(F)(F)F)cc2)[C@@H]1CCCO | -3 | 11 | -21 | 5 | 1 | 6 | 1.6 | 5 | 6 | -6 | 12
O=S(=O)(Cc1ccc(Cl)cc1)Nc1ccc(Cl)cn1 | -3 | -9 | 4 | 1 | 1 | -11 | 3.2 | -5 | 8 | -3 | 2
c1ccc(-c2csc(-c3cccnc3)n2)cc1 | -34 | -4 | -4 | 3 | -21 | -162 | 0.6 | -19 | -70 | 12 | -207
CCOc1cc(N2CCOCC2)c(OCC)cc1NC(=O)CN1C(=O)NC(Cc2ccccc2)C1=O (configuration not stated) | -2 | -14 | -1 | 1 | 1 | 16 | 2.7 | 6 | 5 | -6 | 22
O=C1CCC(C2CCc3cc(O)ccc3C2)C1 (configuration not stated) | 10 | -35 | 19 | · | -5 | -13 | 5.0 | -36 | 5 | -22 | -65
COc1ccccc1-c1cc(C(=O)NC2CCCC2)no1 | -49 | -98 | 10 | -2 | -19 | -207 | -0.3 | 7 | -60 | 16 | -194
Cc1ccccc1OCC(=O)NNC(=O)C1CC(=O)N(c2ccc3c(c2)OCCO3)C1 (configuration not stated) | 8 | 11 | -4 | 1 | 1 | 15 | 3.2 | 12 | 7 | -2 | 3
CC(C)(C)c1ccc(NC(=O)Nc2ccc(OCC(=O)N3CCOCC3)cc2)cc1 | -84 | -127 | -13 | -4 | 1 | -226 | -0.9 | -1 | -77 | 78* | -206
CCCc1nnc(SCC(=O)NC2CC2)n1C | -6 | -23 | -22 | 1 | -2 | 5 | -0.5 | 2 | -10 | -6 | 12
COc1ccc(CN2CCC(C(=O)NCCc3ccc(OC)c(OC)c3)CC2)c(OC)c1 | 1 | -1 | -12 | 5 | 5 | -2 | -1.6 | -17 | 1 | -5 | 8
C#CCNC(=O)C1=C[C@@H](c2cn(C(C)=O)c3ccccc23)C[C@@H](OCCCCO)O1 | 10 | -29 | 16 | 8 | -8 | -5 | -1.4 | -30 | -5 | 0 | -8
C[C@@H]1CN([C@@H](C)CO)C(=O)CCCn2nncc2CO[C@H]1CN(C)C(=O)Nc1ccccc1F | · | -18 | 16 | · | -1 | -12 | 6.8 | -25 | 9 | -9 | -78
CCOc1ccc2c(c1)-c1c(ssc1=S)C(C)(C)N2 | 10 | -3 | -21 | 0 | -12 | 27 | -0.3 | 9 | 18 | 12 | 6
Cc1cccc(N2CCN(C(c3ccccc3)c3nnnn3CC3CCCO3)CC2)c1C (configuration not stated) | 2 | 14 | -3 | -2 | 14 | 14 | -1.8 | 12 | 20 | -17 | 24
CCCCN(C(=O)C(C)Oc1ccc(Br)cc1)c1c(N)n(Cc2ccccc2)c(=O)[nH]c1=O (configuration not stated) | 8 | 7 | 5 | -1 | 3 | 5 | 0.0 | 6 | 6 | -13 | 29
O=C(CNc1cccc(S(=O)(=O)N2CCCCCC2)c1)Nc1cccc([N+](=O)[O-])c1 | 2 | 2 | -12 | -1 | -1 | 10 | -1.8 | -2 | 22 | 0 | 1
CCn1c(Cc2ccccc2)n[nH]c1=S | 8 | -17 | 12 | 0 | 0 | 6 | 0.4 | 4 | -20 | 18 | 13
CCN(Cc1ccccc1)S(=O)(=O)c1ccc2c(c1)NC(=O)CS2 | 1 | -20 | 1 | 0 | -4 | 15 | -0.3 | -9 | 8 | -12 | 18
CCC(=O)Nc1c(-c2ccc(C)cc2)nc2ccc(C)cn12 | -9 | -13 | -5 | -2 | 1 | -83 | -0.4 | 16 | -22 | -11 | 3
O=C(O)COc1ccc(C(=O)Cc2ccc3c(c2)OCCCO3)c(O)c1 | -5 | 1 | -2 | 2 | -10 | -2 | 2.4 | 17 | -9 | 7 | 19
Cc1scc(C(=O)NNC(=O)CCC(=O)O)c1C | -2 | -16 | -12 | 4 | -6 | 18 | -1.3 | 3 | -9 | 2 | 7
CCc1ccccc1NC(=S)N(Cc1cccs1)C1CCCC1 | 16 | 2 | -1 | 1 | 2 | 14 | -1.0 | 6 | -4 | 3 | 18
Cc1ccc(C)c(NC(=O)CSc2nc3ccc(N4C(=O)c5ccccc5C4=O)cc3s2)c1 | 7 | 4 | 10 | 2 | 3 | -7 | -1.5 | -3 | 15 | 6 | -3
CCc1c(-c2n[nH]c(=S)n2Cc2ccccc2)csc1C | 13 | -25 | -5 | 0 | -24 | -1 | -0.4 | 3 | -35 | 8 | 22
CCN(CC)CCNC(=S)NC(=O)c1cn(-c2ccccc2)nc1-c1ccc(OC)cc1 | -10 | 5 | -4 | 1 | -6 | 20 | -0.5 | 24 | -14 | -1 | -8
COc1ccc(C(=O)NCCn2cc(SCC(=O)NCC3CCCO3)c3ccccc32)cc1OC (configuration not stated) | 13 | -18 | 11 | 2 | 7 | 12 | -0.4 | -26 | 12 | -4 | 11
COc1ccc(C2=NO[C@@H]3[C@@H]4C[C@@H]([C@H]5C(=O)N(c6ccc7c(c6)OCO7)C(=O)[C@@H]45)[C@H]23)cc1OC | -2 | -8 | -7 | 1 | -2 | 15 | 0.0 | -9 | 5 | 1 | 13
COc1ccc(/C=C/C(=O)OCC(=O)c2c(C)[nH]c3ccccc23)cc1OC | -6 | -5 | 17 | 0 | -1 | -7 | -0.4 | -6 | -17 | -11 | 18
